Screens: PubChem BioAssay, MTDP
RNase H inhibition: RNase H inhibition, HIV 1 Gag Pol polyprotein, FRET biochemical assay, screening (AID 372). inhibition, % at 10 µM, or IC50 in µM where a hit was titrated. HIV-1 RT RNase H, FRET RNA/DNA substrate fluorescence; higher % means a stronger effect. 100,000 tested, 0.77% active; in the data active = inhibition above about 50%
* hit, by the source's call. Some of the compounds tested, so the mix of outcomes need not match the whole.

Compound,RNase H inhibition
COc1ccc2c(c1)C1=NN(/C(C)=C/C(C)=O)C(c3ccc(F)cc3)C1CC2 (stereo not given),0%
CN(C)c1ccc(NC(=S)NC(=O)c2ccccc2F)cc1,11%
C/C(=N\NC(=O)c1ccco1)c1ccc(N)cc1,4%
CCC(=O)Nc1ccc(NC(=O)c2cc(Br)ccc2OC)cc1,3%
O=C(CN1C(=O)S/C(=C\c2ccccc2)C1=O)Nc1cccnc1,10%
COC(=O)C1=C(C)NC2=C(C(=O)CC(c3ccccc3)C2)C1c1ccccc1OC(C)C (stereo not given),9%
CC1=C(C(=O)OC(C)C)C(c2ccccc2Cl)C2=C(CCCC2=O)N1 (stereo not given),5%
Cc1ccccc1C(=O)NC(=S)Nc1cc(Cl)c(Cl)cc1Cl,2%
O=C(N/C(=C\c1cn(-c2ccccc2)nc1-c1ccccc1)C(=O)N1CCOCC1)c1ccccc1,6%
O=C(/C=C/c1ccc2c(c1)OCO2)c1ccc(F)cc1,10%
O=C1C(=Cc2cn[nH]c2-c2ccccc2)C(=O)c2ccccc21,17%
CCOC(=O)Cc1csc2nc3sc(C)c(C)c3c(=O)n12,3%
Cc1cc(C23CC4CC(CC(C(=O)O)(C4)C2)C3)c(C)cc1C12CC3CC(CC(C(=O)O)(C3)C1)C2,1%
COc1ccc(CCNC(=O)CN(c2ccccc2C)S(C)(=O)=O)cc1OC,11%
CCOC(=O)C(CC)Oc1ccc2ccc(=O)oc2c1 (stereo not given),2%
CC(/C=C1\SC(=O)N(CC(=O)Nc2ccccc2O)C1=O)=C\c1ccccc1,0%
CCCN(CCC)Cc1cc2ccccc2c2c1COC2,10%
O=C(/C=C/c1ccccc1)C1=C(O)C(=O)N(c2ccccc2)C1c1ccccc1F (stereo not given),0%
Cc1cccc(NC(=O)c2cc(I)ccc2Cl)c1,35%
CCc1cc(OCCOc2ccc(C)cc2OC)ccc1Cl,28%

More compounds follow.
Compound,RNase H inhibition
CC(C)(C)c1ccc(/C=N/NC(=O)c2ccc(O)cc2)cc1,4%
Cc1sc(NC(=O)C2C3C=CC(C3)C2C(=O)O)c(C(N)=O)c1C (stereo not given),6%
CCOc1ccc(C2C3CCCC=C3C(C#N)=C(N)C2(C#N)C#N)cc1 (stereo not given),9%
CCn1c2ccccc2c2nnc(N/N=C/c3ccc([N+](=O)[O-])cc3)nc21,1%
CCN(C(=O)c1cc(-c2ccccc2)nc2ccccc12)c1ccccc1,3%
O=C(CN(c1ccc(Br)cc1)S(=O)(=O)c1ccccc1)N1CCCCCC1,11%
S=c1[nH]nc(CN2CCSCC2)n1-c1ccc(Cl)cc1,0%
CCOc1cc(/C=C2/SC(=S)N(C)C2=O)cc(Br)c1OCc1cccc2ccccc12,10%
Cc1c(Cl)cccc1-c1ccc(C(=O)Nc2ccc(-c3nc4ccccc4o3)cc2)o1,54%*
COc1ccc(OCCOc2c(Cl)cc(/C=C3\SC(N)=NC3=O)cc2OC)cc1,25%
N/C(=N\OC(=O)c1cccc(Cl)c1)c1cccc([N+](=O)[O-])c1,15%
FC(F)(F)Oc1ccc(N=Cc2ccc[nH]2)cc1,0%
COc1ccc(OCC(=O)Nc2ccc3oc(-c4ccc(Cl)cc4Cl)nc3c2)cc1,0%
O=C1C(=O)N(c2nncs2)C(c2ccc(F)cc2)/C1=C(\O)c1ccccc1 (stereo not given),0%
CCC(C(=O)NC(c1ccccc1)c1ccccc1)c1ccccc1 (stereo not given),12%
Cc1ccccc1NC(=S)NC(=O)c1cccc(Br)c1,11%
CC(C)(C)c1nnc(-c2cccc([N+](=O)[O-])c2)o1,8%
O=C(Nc1ccc(I)cc1Cl)c1ccc2c(c1)OCCO2,0%
COc1ccc(CNC(=O)c2cccc(F)c2)cc1,8%
CCN1C(=O)/C(=C/c2ccc(OCCOc3ccccc3Cl)cc2)SC1=S,10%

Following part
Compound,RNase H inhibition
CCn1c(SCc2ccccc2)nc(O)cc1=O,0%
Cn1c(/C=C/c2ccc(Br)cc2)c([N+](=O)[O-])c(=O)n(C)c1=O,6%
O=C(Nc1ccccc1C(F)(F)F)c1cncc(Br)c1,9%
CCOC(=O)c1ccccc1NC(=O)/C=C/c1ccccc1Cl,17%
COc1ccc(CN(C)C2CCN(C)CC2)cc1,17%
Cc1cn(S(=O)(=O)c2cc([N+](=O)[O-])ccc2C)cn1,14%
O=C1OC(c2cccc(Cl)c2)=N/C1=C\c1ccccc1[N+](=O)[O-],34%
CO/N=C1/C(C)=C(C#N)[C@@H]2[C@H]1C2(C)C,4%
CCOC(=O)C(CCCCCOc1c(C)cccc1C)C(=O)OCC,13%
CC(C)c1ccc(OCC(O)CN2CCN(c3ccccc3F)CC2)cc1 (stereo not given),2%
O=C(O)/C=C/C(=O)Nc1ccc(OC(F)(F)Cl)cc1,5%
CCOc1ccc2c(c1)-c1c(sn(-c3ccc(C)cc3)c1=S)C(C)(C)N2C,23%
O=C(Nc1ccc(O)c(-c2nc3ccccc3o2)c1)c1ccccc1Br,11%
CC(/C=C/c1ccco1)=N/NC(=O)CNc1ccc(C)cc1,19%
Cc1ccc(N=Cc2ccccc2[N+](=O)[O-])cc1I,1%
CC(C)CNC(=O)C(=O)N/N=C/c1cccc(Br)c1,10%
O=C(/C=C/c1ccccc1)NC(=S)Nc1ccc(F)c([N+](=O)[O-])c1,21%
COC(=O)C12CC3CC(C1)CC(n1cnc([N+](=O)[O-])n1)(C3)C2,1%
CCCc1cc2c(-c3ccccc3)cc(=O)oc2cc1OC,17%
COc1cc(C=O)ccc1OCCCOc1ccccc1Br,31%

Carrying on:
Compound,RNase H inhibition
CC(C)=N/N=C1/NC(=O)C(CC(=O)Nc2ccccc2Br)S1 (stereo not given),0%
O=C(Nc1cccc(C(F)(F)F)c1)/C(=C\c1cccs1)NC(=O)c1cccs1,0%
COc1ccc(OC)c(/C=C2/C(=O)NC(=O)N(c3ccc(Cl)cc3)C2=O)c1,9%
CN(C)CCSc1nc(O)c(-c2ccccc2)c(=O)[nH]1,0%
COc1ccc(NC(=O)/C(C#N)=C/c2ccc(-c3ccc(Cl)cc3)o2)cc1,13%
CCC1CCc2c(sc(NC(=O)c3cc4ccccc4oc3=O)c2C#N)C1 (stereo not given),3%
C=CCN1C(=O)C(=O)/C(=C(\O)c2ccc(Br)cc2)C1c1ccc(N(C)C)cc1 (stereo not given),13%
CCOc1ccccc1C=Nn1c(-c2ccc(Cl)cc2)n[nH]c1=S,6%
O=C(Nc1ccc2c(c1)oc1ccccc12)c1ccc(I)cc1,21%
O=C(N/N=C\c1ccc(OC(=O)c2cccc3ccccc23)cc1)c1ccc([N+](=O)[O-])cc1,0%
COc1cc(C2C3C(C)N(C)C(=O)N(C)C3N(C)C(=O)N2C)ccc1O (stereo not given),1%
CCOC(=O)c1ccccc1N1C(=O)C2C3C=CC(C3)C2C1=O (stereo not given),0%
O=C(NCCCN1CCOCC1)c1ccccc1,6%
O=C1c2c(Cl)c(Cl)c(Cl)c(Cl)c2C(=O)N1c1ncccn1,1%
COc1ccc(CCNC(=O)COc2cc(C)c(Cl)c(C)c2)cc1OC,10%
COc1cc(C2C(C(=O)OCCOc3ccccc3)=C(C)NC3=C2C(=O)CC(C)(C)C3)cc(OC)c1O (stereo not given),6%
Cc1cc(-c2ccccc2)c2ccc(O)cc2n1,5%
CCOC(=O)C(C(C)=O)C1=C(c2ccc([N+](=O)[O-])cc2)C(=O)c2ccccc2C1=O (stereo not given),19%
C=CCNC(=O)C(=O)N/N=C/c1ccc(OC)cc1,15%
CC1=C(C(=O)OCC(C)C)C(c2cccc(Cl)c2)NC(=O)N1 (stereo not given),8%

(more compounds)
Compound,RNase H inhibition
O=C(Nc1nc2ccccc2s1)c1ccc2c(c1)OCO2,2%
O=C1c2cccc3c(N4CCCCC4)ccc(c23)C(=O)N1c1ccc(Cl)cn1,17%
O=C(NCc1ccncc1)c1ccc(-c2ccccc2)cc1,24%
CCOc1ccc(/C=C(\NC(=O)c2ccc(C)cc2)c2nc3ccccc3[nH]2)cc1,20%
COc1ccc(C2NC(=O)NC3=C2CCc2ccccc23)cc1 (stereo not given),6%
O=C(Nc1ccc(Br)cc1F)c1ccc(-c2cccc(Cl)c2)o1,13%
O=c1c(Cl)c(Cl)cnn1-c1ccc(Cl)c(C(F)(F)F)c1,6%
Cc1ccc(-c2nn(-c3ccccc3)cc2/C=C2/NC(=S)N(c3ccccc3)C2=O)o1,6%
Cc1onc(-c2c(Cl)cccc2Cl)c1C(=O)Nc1ccc2ccccc2c1,32%
Cc1ccc(S(=O)(=O)N(CC(=O)NC2CC3CCC2C3)c2ccc(C)cc2C)cc1 (stereo not given),25%
O=C1C(=O)N(CCO)C(c2ccc(F)cc2)/C1=C(/O)c1ccc([N+](=O)[O-])cc1 (stereo not given),0%
O=C(O)c1cc2ccc(O)cc2oc1=O,8%
CC(=O)N1c2ccc([N+](=O)[O-])cc2NC(=O)CC1C (stereo not given),4%
CNC(=O)C(=O)Nc1ccc(OC)c(Cl)c1,0%
Cc1ccc(NC(=O)/C=C/c2ccc3c(c2)OCO3)c(C)c1,10%
Cc1c(Cl)cccc1NC(=O)CCC(=O)NNC(=O)c1ccccc1C(=O)O,12%
CCOC(=O)C1=C(C)N=C2SCC(=O)N2C1c1ccc2c(c1)OCO2 (stereo not given),10%
CCOC(=O)c1c(NC(=O)c2ccc(Cl)cc2)sc(C(=O)Nc2ccccc2C(F)(F)F)c1C,19%
Cc1ccc(Cl)cc1NC(=O)C(Cc1ccccc1)N1C(=O)c2ccccc2C1=O (stereo not given),32%
CCc1c(O)nc(SCCN(CC)CC)n(-c2ccccc2)c1=O,4%

A stretch taken from the entries so far, as a working copy:
Compound,RNase H inhibition
O=C(Nc1nc2ccccc2s1)c1ccc2c(c1)OCO2,2%
O=C1c2cccc3c(N4CCCCC4)ccc(c23)C(=O)N1c1ccc(Cl)cn1,17%
O=C(NCc1ccncc1)c1ccc(-c2ccccc2)cc1,24%
CCOc1ccc(/C=C(\NC(=O)c2ccc(C)cc2)c2nc3ccccc3[nH]2)cc1,20%
COc1ccc(C2NC(=O)NC3=C2CCc2ccccc23)cc1 (stereo not given),6%
O=C(Nc1ccc(Br)cc1F)c1ccc(-c2cccc(Cl)c2)o1,13%
O=c1c(Cl)c(Cl)cnn1-c1ccc(Cl)c(C(F)(F)F)c1,6%
Cc1ccc(-c2nn(-c3ccccc3)cc2/C=C2/NC(=S)N(c3ccccc3)C2=O)o1,6%
Cc1onc(-c2c(Cl)cccc2Cl)c1C(=O)Nc1ccc2ccccc2c1,32%
Cc1ccc(S(=O)(=O)N(CC(=O)NC2CC3CCC2C3)c2ccc(C)cc2C)cc1 (stereo not given),25%
O=C1C(=O)N(CCO)C(c2ccc(F)cc2)/C1=C(/O)c1ccc([N+](=O)[O-])cc1 (stereo not given),0%
O=C(O)c1cc2ccc(O)cc2oc1=O,8%
CC(=O)N1c2ccc([N+](=O)[O-])cc2NC(=O)CC1C (stereo not given),4%
CNC(=O)C(=O)Nc1ccc(OC)c(Cl)c1,0%
Cc1ccc(NC(=O)/C=C/c2ccc3c(c2)OCO3)c(C)c1,10%

(continued)
Compound,RNase H inhibition
O=C(NC(=S)Nc1cccnc1)c1ccc(-c2ccccc2)cc1,34%
O=C1CCC(C(=O)c2ccccc2)C(O)=C1C=NCCO (stereo not given),5%
CCCCc1ccc(C2C3CCCC=C3C(C#N)=C(N)C2(C#N)C#N)s1 (stereo not given),11%
O=C1NC(=S)N(c2cccc(Cl)c2Cl)C(=O)/C1=C\c1ccc(-c2ccc([N+](=O)[O-])cc2)o1,25%
COc1cccc(/C=C/C(=O)c2ccc(F)cc2)c1OC,6%
NNc1nc(Nc2ccccc2)nc(N2CCCCC2)n1,0%
Cc1ccc(C(=O)N/C(=C/c2ccccc2Cl)C(=O)Nc2ccc(S(=O)(=O)Nc3nccs3)cc2)cc1,8%
CC(C)(C)c1ccc(OCC(=O)Nc2ccccc2-c2ccccc2)cc1,6%
O=C(Nc1cccc(Cl)c1)N1CCN(c2ccc(F)cc2)CC1,9%
COc1cc(/C=C2/SC(=S)NC2=O)cc(Cl)c1O,40%
O=C(NC(=S)Nc1ccc(NC(=O)c2cccs2)cc1)c1cccc([N+](=O)[O-])c1,22%
Cc1ccc(C#CC#Cc2ccc(C)nc2)cn1,15%
COc1cc(OC)cc(C(=O)NCC2CCCO2)c1 (stereo not given),13%
O=C1NC(=O)/C(=C\c2ccc(-c3ccc(Cl)c([N+](=O)[O-])c3)o2)S1,6%
COc1cccc(/C=C2\C(=O)NC(=O)N(c3cccc(Br)c3)C2=O)c1OC,11%
COc1ccc(OC)c(C2C(C#N)=C(C)NC3=C2C(=O)CC(c2ccccc2)C3)c1 (stereo not given),17%
COc1cc(C(=O)Nc2ccc3oc(-c4ccc(Cl)cc4Cl)nc3c2)cc(OC)c1OC,10%
Cc1ccc(N2C(=O)C3CCCCC3C2=O)cc1Cl (stereo not given),6%
CCCCn1nc(CC(=O)NCCN(CC)CC)c2ccccc2c1=O,8%
Oc1c(Br)cc(Br)cc1C=Nc1ccc(Br)cn1,10%

Carrying on.
Compound,RNase H inhibition
COc1cccc(C(=O)Nc2ccc(-c3nc4cc(C)c(C)cc4o3)c(O)c2)c1,8%
C=CCC1CC=CC(CC=C)(C(O)(CC=C)CC=C)N1 (stereo not given),0%
O=[N+]([O-])c1ccc(C2NN=C(c3cccc4ccccc34)S2)cc1 (stereo not given),11%
COc1ccc(/C=N/Nc2nc(C(F)(F)F)c(-c3ccc(F)cc3)s2)cc1OC,23%
